# TCR-CD3 inh – inhibitors of human TCR-CD3 interaction; actives 0.37% (n = 360,000); AID 651800; inhibition, % at 9.4 µM; TAMRA-labeled TCR probe fluorescence, biochemical; in the data active = inhibition above about 19%;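 note: recombinant mutant TCR 2C K166C tagged with TAMRA read by polarization; 0% = receptor in buffer alone and 100% = receptor with positive control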
# ABHD4 inh – inhibits mouse alpha/beta hydrolase domain 4; Q8VD66; purified mABHD4, FP-Rh probe fluorescence polarization; inhibition, % at 8.92 µM; actives 0.54% (n = 370,000); AID 720543;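 active = inhibition exceeding the mean over every tested compound plus 3 SD, cut at about 30% in these data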;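 note: 0% = plate median of compound wells and 100% = S159A mutant with DMSO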
# Target sequence (Q8VD66 whole entry, looked up, the tested form may be a part): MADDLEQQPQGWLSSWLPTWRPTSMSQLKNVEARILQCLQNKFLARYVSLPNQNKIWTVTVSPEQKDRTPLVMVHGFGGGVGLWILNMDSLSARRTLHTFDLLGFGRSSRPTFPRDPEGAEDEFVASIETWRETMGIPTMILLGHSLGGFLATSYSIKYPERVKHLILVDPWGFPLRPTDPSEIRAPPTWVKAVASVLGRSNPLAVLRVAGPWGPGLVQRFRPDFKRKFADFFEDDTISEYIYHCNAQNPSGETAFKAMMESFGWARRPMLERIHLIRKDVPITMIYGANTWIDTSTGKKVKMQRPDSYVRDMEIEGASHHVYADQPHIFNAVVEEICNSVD
#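 Doses – 8.92 µM, single dose · Material – wild-type mouse ABHD4 protein · Replication – single well per compound (singlicate) · Measure – percent inhibition of probe binding, normalized to plate controls · Schedule – 45 min compound pre-incubation plus 60 min probe step, 25 °C · Detection – fluorescence polarization with parallel and perpendicular emission, 525/598 nm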
# PRMT1 inh – inhibitors of human PRMT1. Q99873. recombinant PRMT1, activity-based probe fluorescence polarization. inhibition, % at 2.79 µM. actives 1.3% (n = 370,000). AID 652257;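 active = inhibition above about 21% made by adding two undisclosed values, limit read from the data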
# SIAE primary – blocks human sialic acid acetylesterase. Q9HAT2. SIAE FP-Rh probe binding, fluorescence polarization. inhibition, % at 9.66 µM. actives 0.69% (n = 370,000). AID 1053197;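 active = inhibition above a cutoff: mean of compounds within the control limits plus 3 SD of those, cut at about 17% in these data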;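 note: 0% = plate median of compound wells and 100% = probe without SIAE protein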
# TDP2 inh – blocks human TDP2 phosphodiesterase activity | O95551 | recombinant TDP2, T5PNP hydrolysis, p-nitrophenol absorbance 415 nm | inhibition, % at 12.8 µM | actives 0.34% (n = 370,000) | AID 720702;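 active = inhibition above the mean of all tested compounds plus 3 SD, set per campaign, cut at about 25% in these data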;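 note: 0% = DMSO with enzyme and 100% = buffer with substrate but no TDP2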
#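 test system = human TDP2 enzyme | input = TDP2 enzyme at 120 nM final | medium = 50 mM Tris-HCl pH 7.5 with Mg2+, KCl, DTT, BSA | also added = T5PNP substrate, 5 mM | times = 2 h at 37 °C | technique = epi absorbance | benchmarks = high control without enzyme, low control DMSO plus TDP2 | replication = each compound tested once, singlicate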
# HTRA1 inh – inhibitors of human serine peptidase HTRA1 | Q92743 | recombinant HTRA1, FP-rhodamine activity-based probe, fluorescence polarization | inhibition, % at 5.96 µM | actives 0.5% (n = 340,000) | AID 504803; in the data active = inhibition above about 36%;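 note: 0% = enzyme with DMSO and 100% = wells lacking enzyme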
# LEDGF integ inh – blocks HIV-1 LEDGF/p75-dependent DNA integration; TR-FRET IN-LEDGF/p75 DNA integration, Eu/Cy5; inhibition, % at 3.7 µM; actives 0.64% (n = 370,000);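 active = inhibition above the screen-wide mean plus 3 SD, cut at about 13% in these data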;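 note: signal is the Cy5 over europium emission ratio at 671 and 618 nm; 0% = plate median of compound wells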
# NR1D1 modulator – modulates human Rev-erb alpha binding to DNA; P20393; Rev-erbα–FITC-DNA binding, fluorescence polarization, 90 min; activity, % at 10 µM; actives 0.79% (n = 370,000); AID 1259318;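 active = activity above about 14%, limit read from the data; passing the limit was not always enough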;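 note: 0% = DMSO wells with 35 nM protein and 100% = DMSO wells with 750 nM protein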
# Target sequence (P20393 whole entry, looked up): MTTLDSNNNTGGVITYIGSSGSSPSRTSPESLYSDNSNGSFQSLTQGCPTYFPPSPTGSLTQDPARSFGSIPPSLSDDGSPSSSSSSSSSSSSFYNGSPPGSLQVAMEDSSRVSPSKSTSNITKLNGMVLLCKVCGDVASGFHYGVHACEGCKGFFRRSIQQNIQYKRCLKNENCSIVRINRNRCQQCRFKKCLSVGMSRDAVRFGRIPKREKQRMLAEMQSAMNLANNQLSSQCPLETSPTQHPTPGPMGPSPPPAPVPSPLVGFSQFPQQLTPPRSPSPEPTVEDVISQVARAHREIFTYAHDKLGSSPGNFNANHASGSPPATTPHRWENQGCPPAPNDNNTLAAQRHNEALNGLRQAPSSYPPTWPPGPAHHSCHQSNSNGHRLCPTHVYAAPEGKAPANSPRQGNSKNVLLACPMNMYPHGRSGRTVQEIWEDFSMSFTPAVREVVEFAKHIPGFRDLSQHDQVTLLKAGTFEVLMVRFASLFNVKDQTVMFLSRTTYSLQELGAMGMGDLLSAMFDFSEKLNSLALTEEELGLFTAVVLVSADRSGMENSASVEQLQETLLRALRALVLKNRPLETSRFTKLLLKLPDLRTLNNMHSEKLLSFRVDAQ
# PG9 Ab binder – PG9 antibody binding by small molecule; TR-FRET gp120-PG9 antibody binding; inhibition, % at 6.7 µM; actives 0.43% (n = 360,000); AID 624416; in the data active = inhibition above about 8.5%
# rCAG RNA binder – r(CAG) repeat RNA binding; TO-PRO-1 dye displacement fluorescence; inhibition, % at 3 µM; actives 1.3% (n = 370,000);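 active = inhibition above the plate cutoff, the mean of all test compounds on that plate plus 3 SD, cut at about 35% in these data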;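 note: 0% = DMSO alone and 100% = 100 µM mitoxantrone as full dye displacement; higher means more dye released from RNA so lower well fluorescence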
# Starred values were filed as active, the others as inactive; . = no result given.
molecule	TCR-CD3 inh	ABHD4 inh	PRMT1 inh	SIAE primary	TDP2 inh	HTRA1 inh	LEDGF integ inh	NR1D1 modulator	PG9 Ab binder	rCAG RNA binder
COc1cc(C2Nc3ccc4ccccc4c3C3=C2C(=O)CC(C)(C)C3)ccc1OC(C)C(=O)O (stereo unspecified)	-7.0	5.7	1.6	-0.8	10.2	-2.5	-3.2	0.1	0.6	33.3
CCN(CC)S(=O)(=O)c1ccc(-c2cn3cc(Cl)ccc3n2)cc1	-2.9	-2.0	-2.1	-0.9	10.7	-9.7	2.0	-7.8	2.9	-1.0
Cc1ccc(CSCC(=O)N(C)CC(=O)Nc2ccc(Br)cc2C)cc1	2.0	-6.5	0.3	9.4	3.5	-3.4	0.0	-9.8	1.3	-4.7
COc1ccc(/C=C(\C#N)C(=O)N2COCC2(C)C)cc1	0.2	1.1	3.7	0.5	-5.2	8.6	-6.0	-2.1	0.8	-4.2
COc1ccc(OC)c(CN2C(=O)CN(S(C)(=O)=O)CC2(C)C(=O)Nc2c(C)cccc2C)c1 (stereo unspecified)	3.3	3.8	-1.1	0.4	3.2	.	1.5	3.0	0.6	4.0
CCc1nc2nc(C)c(NS(=O)(=O)c3cccs3)c(=O)n2[nH]1	5.9	2.2	0.1	0.3	6.0	-2.9	-1.6	5.2	1.5	2.6
CN(CCOc1ccccc1)C(=O)c1cc(S(=O)(=O)N2CCCCC2)ccc1Cl	-0.6	2.1	2.2	0.3	6.2	1.5	-1.4	-5.3	-2.1	-7.3
COc1ccc2c(c1)CCC(=O)[C@H](O)C[C@H](c1ccccc1)OC2=O	0.1	-0.4	3.7	-6.0	0.8	.	-1.0	-6.6	-2.8	0.7
O=C1c2ccccc2C(=O)N1CC(O)COCc1ccccc1 (stereo unspecified)	-0.9	0.6	-1.9	4.2	-6.7	-5.5	-0.3	-4.3	-0.7	-6.4
O=C(NCc1ccncc1)C1CCN(S(=O)(=O)c2ccccc2)CC1	4.8	-4.5	-2.9	0.3	-0.9	4.0	5.6	-1.0	-1.2	-2.2
Cc1ccc(Cl)c2c(N=Nc3ccccc3)c(O)[nH]c12	2.5	0.1	1.5	-3.2	-13.1	4.2	-0.8	7.7	0.8	4.4
O=C(NCc1cnn(-c2ccc(F)cc2)c1)C1CCC(=O)N(C2CC2)C1 (stereo unspecified)	-0.1	1.4	-0.3	-0.1	7.8	4.7	-1.0	4.8	0.9	-3.7
CCCc1ccc(C(=O)NNc2cc(Cl)ccc2Cl)cc1	-1.2	-17.6	3.7	0.9	-8.4	-18.9	-4.4	-4.3	-0.5	1.3
CN(C)S(=O)(=O)NCC1CCCN(Cc2ccc(-c3ccccc3)cc2)C1 (stereo unspecified)	-2.7	-4.3	5.2	-6.4	-13.7	-3.8	0.7	1.2	-0.4	-8.0
Cc1ccc(CNS(=O)(=O)c2cc3c(cc2C)N(C)CCO3)cc1	2.6	8.6	-1.1	3.3	1.7	-4.0	-1.5	4.1	-0.7	3.4

# Additional structures follow.
molecule	TCR-CD3 inh	ABHD4 inh	PRMT1 inh	SIAE primary	TDP2 inh	HTRA1 inh	LEDGF integ inh	NR1D1 modulator	PG9 Ab binder	rCAG RNA binder
OCCC1CN(C2CCN(c3ccccc3F)CC2)CCN1Cc1ccccc1 (stereo unspecified)	-6.8	-13.7	4.8	-3.1	-9.0	-1.0	2.5	-8.5	1.6	-12.0
COc1ccc(NS(=O)(=O)c2cc(Cl)ccc2Cl)cc1S(=O)(=O)N1CCCCC1	-1.9	-2.0	1.0	0.6	-8.2	-3.5	-0.4	-4.4	-0.6	26.0
O=C(COc1ccccc1)Nc1ncccn1	2.1	-6.0	6.2	-2.8	10.6	-0.9	0.2	-2.9	-1.5	-1.7
COc1ccccc1N1CCN(C(=O)c2ccc3c(=O)n(Cc4ccco4)c(=S)[nH]c3c2)CC1	-4.7	13.2	9.9	-5.2	-11.1	-5.5	-0.9	-0.6	4.0	9.7
COc1ccc2c(c1OC)C(=O)OC2N1C(=O)CC[C@H]1C(=O)NCC1CCCO1 (stereo partly specified)	-5.6	3.6	0.3	-4.0	-7.7	-1.9	-4.8	1.2	-0.1	4.5
Cn1nccc1C(=O)N1CCN(C23CC4CC(CC(C4)C2)C3)CC1	3.0	6.2	-1.1	-3.0	-3.0	-5.3	3.1	4.1	0.8	-4.3
Cc1ccc(C2=N/C(=C/N3CCOCC3)C(=O)O2)cc1	1.1	-0.6	1.3	8.6	9.0	2.0	0.4	-6.5	1.8	-4.5
Cc1cc(NC(=O)CSc2nc3c(c(=O)n(C)c(=O)n3C)n2C(C)C)no1	1.7	-5.3	2.6	1.6	-8.3	0.7	-1.5	1.3	0.1	-4.4
Cc1ccc(S(=O)(=O)Oc2ccc(/C=N/N=C3/NC(=O)C(CC(=O)O)S3)cc2)cc1 (stereo unspecified)	8.3	-0.3	-4.3	7.6	7.1	.	4.3	3.0	1.7	31.1
COc1cccc(CN2CCN(c3ncccn3)CC2)c1	-2.6	-3.4	-0.9	3.8	-14.2	8.8	1.3	-1.6	-1.6	-0.5
COc1ccccc1OCC(=O)Nc1ccc(N2CCOCC2)cc1N1CCOCC1	4.2	4.4	1.2	3.8	13.4	2.8	-3.2	4.8	-0.1	-2.2
Cc1ccc(CSC2=Nc3sccc3C3=NC(=O)CN23)cc1	-3.1	-1.4	1.4	-6.5	3.8	-14.7	-3.0	3.0	0.8	13.1
O=C(O)CCCC(=O)Nc1nncs1	7.1	3.4	0.0	-1.0	10.0	-4.6	5.0	-4.0	-1.8	-0.2
CCN(CC)CCCN(C(=O)c1ccc(F)cc1)c1nc(-c2ccc(OC)cc2)cs1	-0.3	1.5	-3.7	23.6*	-5.2	-1.8	2.1	-0.8	1.9	5.0
COCCN1CCN(Cc2nc(C3(c4ccc(C)cc4)CCCC3)no2)CC1	-3.6	7.5	1.4	16.9	3.2	3.8	-2.2	-4.7	-0.5	-11.0

# Next entries follow.
molecule	TCR-CD3 inh	ABHD4 inh	PRMT1 inh	SIAE primary	TDP2 inh	HTRA1 inh	LEDGF integ inh	NR1D1 modulator	PG9 Ab binder	rCAG RNA binder
O=C(Cn1cc(-c2ccccn2)nn1)NS(=O)(=O)c1cccc(OC(F)F)c1	6.5	6.6	-0.8	2.2	-3.1	.	5.4	3.5	-1.5	0.2
C=CCNc1oc(-c2ccc(OC)cc2)nc1C#N	-0.6	-2.0	-0.3	-2.6	5.4	-9.6	0.6	-5.1	-0.3	-1.2
Cc1c(C)c(C)c2[nH]c(=S)[nH]c2c1C	-4.2	-1.4	7.2	3.0	-23.3	.	3.5	10.7	7.7	2.7
CN(C)S(=O)(=O)c1ccc(C(=O)NCCN2C(=O)S/C(=C\c3cccnc3)C2=O)cc1	3.4	-1.1	0.0	3.9	-7.6	-10.0	-0.2	4.5	-1.6	1.4
CC1CCC2C(=O)N(c3ccc(Cc4ccncc4)cc3)C(=O)C2C1 (stereo unspecified)	-2.5	-1.3	0.6	-3.6	7.7	-0.5	0.6	-5.0	0.7	-6.7
CC1CCN(S(=O)(=O)c2ccc3c(c2)oc(=O)n3CC(=O)N2CCc3ccccc3C2)CC1	3.0	-21.1	-2.5	-8.2	-8.4	0.7	-0.1	-6.8	1.5	3.3
CC(C)N(CCc1ccncc1)C(=S)Nc1ccc(F)c(Cl)c1	3.4	-1.3	-1.5	3.5	4.3	2.4	1.4	2.1	-0.6	-2.0
CC(C)(C)c1ccc(S(=O)(=O)N2CCN(CC(=O)NC(=O)NC3CCCCC3)CC2)cc1	0.2	0.6	-5.5	1.8	-7.5	4.4	0.1	-3.9	-0.4	0.8
COc1ccccc1N1C(=NC(=O)C2CCCCC2)SC2CS(=O)(=O)CC21 (stereo unspecified)	-5.6	5.1	2.2	1.9	-4.2	4.0	-1.1	-1.3	0.2	-4.2
Cc1ccc(NC(=O)c2cccc(S(=O)(=O)N(C)C3CCCCC3)c2)nc1	-5.7	-7.4	3.9	-7.8	-6.0	-17.7	-2.5	4.4	-0.1	-2.1
Cc1ccccc1NC(=O)c1ccc(CSc2ncccn2)cc1	1.5	-6.8	3.4	3.9	4.2	-3.0	-1.2	-2.0	0.9	-5.2
CCOC(=O)[C@]12CCCC=C1N(Cc1ccc3c(c1)OCO3)C(=O)[C@H](CC(=O)NCc1ccc(C)o1)C2	-1.0	1.8	-5.0	0.9	-0.4	.	-0.4	5.0	1.5	5.7
N#Cc1cnn2c1nc(N1CCOCC1)c1ccccc12	-6.5	0.8	1.8	0.9	-0.6	-1.9	-0.2	2.8	-1.8	-3.9
COc1ccc(C)c2sc(N(CCN(C)C)C(=O)c3ccc4ccccc4c3)nc12	7.7	-0.3	4.8	-5.8	16.1	-9.1	-0.8	2.8	-3.0	-1.0
CCCn1c(O)c(/C=C2\C=NN=C2c2ccccc2)sc1=S	5.2	-10.9	3.7	-15.6	-8.7	-42.0	-2.3	4.3	0.1	17.8

# Later entries:
molecule	TCR-CD3 inh	ABHD4 inh	PRMT1 inh	SIAE primary	TDP2 inh	HTRA1 inh	LEDGF integ inh	NR1D1 modulator	PG9 Ab binder	rCAG RNA binder
CCC(=O)NN1CCN(c2ccncc2S(=O)(=O)N2CCCCC2)CC1	11.7	-5.6	0.6	4.1	2.7	6.0	2.1	4.5	-0.1	-3.1
CSc1ccc(Cn2nnc(C(=O)NCc3ccccc3)c2N)cc1	0.9	-2.8	1.2	-10.5	0.5	-6.4	1.3	-5.8	-0.7	0.4
O=C(CCNS(=O)(=O)c1ccc(Cl)cc1)Nc1ccncc1	0.9	0.1	-4.6	-0.7	2.8	1.0	-2.0	5.8	-1.7	0.8
CCCOC(=O)Nc1nc(-c2ccc(C)cc2)c(C)s1	1.7	9.3	8.6	-0.5	2.1	-7.0	0.2	-6.2	1.1	-1.2
O=C([C@H](Cc1ccc(O)cc1)n1cc(CCO)nn1)N1CCNCC1	2.3	1.6	0.0	5.1	5.1	-0.8	1.5	-3.8	-1.5	-0.5
CCCc1ccc2c(C(F)(F)F)cc(C(F)(F)F)cc2n1	4.5	-3.2	-1.2	-0.8	-0.5	.	1.3	7.2	-1.6	1.4
O=C(COC(=O)CN1C(=O)C2CCCCC2C1=O)Nc1ccc(F)c(F)c1F (stereo unspecified)	-4.7	-5.2	1.4	-10.4	-10.4	4.4	7.1	-11.6	-0.2	-0.7
COc1ccccc1CNC(=O)c1cccc(N(C)C)c1	3.9	3.0	12.1	-9.0	-16.3	7.0	1.2	13.3	1.6	3.8
COc1ccc(OC)c(/C(C)=N\NC(=O)c2cc3cc(Cl)ccc3n2C)c1	1.2	-4.8	0.4	-5.3	5.8	-9.6	-6.6	3.4	-0.6	11.3
COc1ccc(CCNC(=O)c2cccc(S(=O)(=O)N3CCCCCC3)c2)cc1	13.0	-4.0	-0.4	-2.8	-1.9	-13.7	-0.1	8.5	-2.5	-2.0
CCOc1c(C)cnc2c1c(=O)n(Cc1c(F)cccc1Cl)c(=O)n2C	5.4	-7.9	-0.8	-1.3	11.9	-4.4	-0.4	1.4	-0.3	-3.6

# Assay outcomes: PubChem, several laboratories

# Only part of the results is shown. The share of hits here may be higher or lower than overall.
